# Source: PubChem BioAssay
# SMN2 splice up: increases expression of the SMN2 splice variant | AID 1458 | HEK293 SMN2-luciferase splicing reporter, luminescence, 30-36 h | 210,000 tested, 2.8% active | Potency, µM (top dose mostly 46.1 µM), for inactives: top-dose activity change, positive = activation, most hits filed as activators; further: % of control where 0% means no effect; nearly all actives have a fitted effect of over 55% in size
#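 qHTS luciferase splicing reporter: luminescence rises when SMN2 exon 7 is included in transfected HEK293 cells. Compound exposure lasted 30-36 h at 37C, with 4.5 mM final sodium butyrate as control, followed by a ONE-Glo read.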
# ALDH1A1 inh: blocks purified human ALDH1A1 activity; Potency, µM (top dose mostly 75.3 µM), inactives show at the highest dose activity, negative = inhibition, hits mostly inhibitors; P00352; 220,000 tested, 7.3% active; Purified ALDH1A1, NADH fluorescence, propionaldehyde substrate; active means well fitted inhibition curve with a large enough effect, not every such curve was filed as active; inconclusive means small, poorly fitted or top-dose-only effect, or another doubt; inactive means no such curve, though single readings can be large or run the other way;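 further: plate controls were no enzyme wells and a reference inhibitor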
# Target sequence (P00352 whole entry, looked up): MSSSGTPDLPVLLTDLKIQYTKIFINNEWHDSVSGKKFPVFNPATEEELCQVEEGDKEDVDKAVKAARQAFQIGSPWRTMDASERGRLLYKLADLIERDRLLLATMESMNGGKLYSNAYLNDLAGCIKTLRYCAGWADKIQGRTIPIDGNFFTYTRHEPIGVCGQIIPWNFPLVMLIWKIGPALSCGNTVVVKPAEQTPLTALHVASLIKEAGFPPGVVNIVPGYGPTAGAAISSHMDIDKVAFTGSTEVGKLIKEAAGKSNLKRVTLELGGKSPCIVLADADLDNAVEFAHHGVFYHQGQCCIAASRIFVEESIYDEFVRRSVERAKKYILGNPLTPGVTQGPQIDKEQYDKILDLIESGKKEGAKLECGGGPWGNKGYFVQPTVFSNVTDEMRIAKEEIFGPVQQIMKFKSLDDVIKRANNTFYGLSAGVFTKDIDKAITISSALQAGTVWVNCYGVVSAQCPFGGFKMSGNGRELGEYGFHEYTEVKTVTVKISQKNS
# Tau fibril ThT: blocks human tau fibril formation measured by thioflavin T | P10636 | recombinant tau K18 P301L, heparin-induced fibrillization, ThT fluorescence | Potency, µM (doses to about 57.4 µM), without a hit: top-dose activity, negative = inhibition, usual class: inhibitors | 270,000 tested, 2.1% active; further: on the % scale 0 is the no-effect control and ±100 the full control effect; nearly all actives have a fitted effect of over 55% in size
# Target sequence (P10636 561-689 P618L limits assumed): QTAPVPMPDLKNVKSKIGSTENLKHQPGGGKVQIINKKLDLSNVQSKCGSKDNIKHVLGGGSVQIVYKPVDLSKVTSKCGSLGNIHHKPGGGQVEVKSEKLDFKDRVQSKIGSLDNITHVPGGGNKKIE
#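 Recombinant human tau K18 fragment […] carrying P301L, 15 uM unlabeled plus 0.24 uM Alexa 594-labeled, was fibrillized with 20 uM heparin in 100 mM sodium acetate pH 7 for 6 hr at 37 C; 30 uM ThT fluorescence read after 1 hr.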
# Tau fluor cs: counter-screen for tau fibril formation inhibitors | tau K18 P301L (four-repeat tau fragment) Alexa594 fluorescence, heparin fibrillization | 280,000 tested, 0.93% active | Potency, µM (series often up to 57.7 µM), inactives show at the top dose activity change, negative = decrease; further: on the % scale 0 is the no-effect control and ±100 the full control effect; nearly all actives have a fitted effect of over 55% in size
#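 Human K18 P301L tau (15 uM unlabeled plus 0.24 uM Alexa 594-labeled, final) in 100 mM sodium acetate pH 7 was mixed with compound and 20 uM heparin and incubated 6 hr at 37 C.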
# HTT aggregate: inhibitors of mutant huntingtin aggregate formation in PC12 cells; PC12 HttQ103-GFP aggregates, Acumen cytometry, 40 h; Potency, µM (top dose mostly 46.1 µM), inactives show at the highest dose activity change, negative = inhibition, actives largely listed as inhibitors; 220,000 tested, 1.1% active; AID 1688; further: on the % scale 0 is the no-effect control and ±100 the full control effect; nearly all actives have a fitted effect of over 60% in size
#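 Compounds (qHTS titration) were added to PC12 cells expressing an ecdysone-driven HTT exon 1 Q103–GFP fusion after induction with 100 nM tebufenozide. Aggregate formation was measured as GFP objects in cell lysates.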
# Tau FP inhib: inhibitors of human tau fibril formation | K18 P301L tau heparin fibrillization, Alexa594 FP, 6 h | P10636 | 280,000 tested, 0.39% active | AID 1468 | Potency, µM (titrated, usually from 57.7 µM), inactives show at the highest dose activity, negative = inhibition, most hits filed as inhibitors; further: on the % scale 0 is the no-effect control and ±100 the full control effect; nearly all actives have a fitted effect of over 55% in size
#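 Steps: dispense K18 P301L tau (15 uM plus 0.24 uM Alexa 594 tracer, final) in pH 7 sodium acetate; add compound; add heparin (20 uM final); incubate 6 hr, 37 C; add ThT (30 uM final); after 1 hr ambient, read FP.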
# HTT ATP protect: protects HTT-Q103 PC12 cells, measured by ATP. PC12 HTT-Q103 induced, cytoprotection, ATP luminescence, 40 h. Potency, µM (series often up to 56.4 µM), inactives show cytoprotection (ATP increase), most hits filed as activators. 230,000 tested, 0.14% active. AID 1471;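 further: % of control where 0% means no effect; nearly all actives have a fitted effect of over 45% in size; toxic huntingtin expression switched on by the ecdysone agonist tebufenozide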
#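 PC12 cells stably carrying ecdysone-inducible Htt exon 1 (Q103)–GFP were induced with 100 nM tebufenozide (final) alongside library compounds in a dose series. Cytoprotection was scored as retained ATP by ATPlite luminescence.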
# KDM4E inh: JMJD2E (human) inhibition; B2RXH2; JMJD2E catalytic domain, FDH-coupled NADH fluorescence (FDH is formaldehyde dehydrogenase); Potency, µM (top dose mostly 57.1 µM), without a hit: top-dose activity change, negative = inhibition, most hits filed as inhibitors; 230,000 tested, 1.6% active; AID 2147; active means well fitted inhibition curve with a large enough effect, not every such curve was filed as active; inconclusive means small, poorly fitted or top-dose-only effect, or another doubt; inactive means no such curve, though single readings can be large or run the other way;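 further: 0% = wells with enzyme and -100% = buffer wells without enzyme; nearly all actives have a fitted effect of over 50% in size; many of its hits are not listed in these tables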
# Target sequence (B2RXH2 1-337 limits assumed): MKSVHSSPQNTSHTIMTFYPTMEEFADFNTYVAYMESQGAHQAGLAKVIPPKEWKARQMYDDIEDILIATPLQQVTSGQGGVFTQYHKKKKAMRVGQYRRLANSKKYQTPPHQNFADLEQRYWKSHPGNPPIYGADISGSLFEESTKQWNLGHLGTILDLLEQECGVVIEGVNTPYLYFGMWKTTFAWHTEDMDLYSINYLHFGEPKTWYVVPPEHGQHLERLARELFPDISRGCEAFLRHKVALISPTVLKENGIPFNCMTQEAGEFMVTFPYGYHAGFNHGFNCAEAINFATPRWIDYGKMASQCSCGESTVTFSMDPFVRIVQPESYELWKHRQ
# Starred values were filed as active, the others as inactive; u = inconclusive; x = not tested or not shown; [ ] = another dose, or the depositor's remark. Unless noted, the call rests on the fitted dose curve; in most records, active means well fitted curve in the direction sought with a large enough effect; inconclusive means small, poorly fitted or top-dose-only effect, or another doubt; inactive means no such curve, though single readings can be large; an effect the other way counts as inactive or inconclusive. Potency means the concentration at half of the fitted maximal effect.
SMILES,SMN2 splice up,ALDH1A1 inh,Tau fibril ThT,Tau fluor cs,HTT aggregate,Tau FP inhib,HTT ATP protect,KDM4E inh
O=C(CSc1ccccc1)N[C@@H](Cc1ccccc1)C(=O)O,x,0.8%,-1.8%,-10.0%,-6.8%[9.22 µM],5.7%,-9.1%[10 µM],0.0%
CCS(=O)(=O)N1CCCC(C(=O)NCC2CCCO2)C1 (stereo unspecified),-6.0%,-9.2%,-6.6%,-1.2%,12.9%,-6.0%,-0.5%,8.8%
CCCC(=O)NC(c1cccs1)c1cc([N+](=O)[O-])c2cccnc2c1O (stereo unspecified),-72.1%[inhibitor],0.3%,u,-10.2%,11.2µM*,14.1%,7.7%[10 µM],10µM*
Cc1occc1C(=O)Nc1c(F)cc(F)cc1Br,10.7%,-5.1%,-12.4%,-11.4%,-0.6%,-6.2%,4.2%[10 µM],-9.6%
O=C(CSc1ncccn1)NCc1cccs1,20.4%,4.2%,-2.5%,6.2%,-8.1%[9.22 µM],3.5%,-21.2%,8.6%
O=C(NC12CC3CC(CC(C3)C1)C2)c1ccccc1,-1.0%,3.2%,-2.8%,-0.7%,-2.9%[9.22 µM],-7.3%,7.5%[10 µM],-11.0%
CCOc1ccc(N2CC(=O)SC2=S)cc1,-1.0%,6.2%,u,-20.0%,-12.2%,-10.1%,-19.0%,5.5%
O=C(Nc1ncnc2sc3c(c12)CCCCC3)c1ccccc1,1.3%,-7.5%,-6.9%,-18.8%,-19.9%[9.22 µM],2.4%,-19.2%,-5.6%
COc1ccc(-n2nc(C(=O)NCC(=O)N3CCN(c4ccccn4)CC3)c3ccccc3c2=O)cc1OC,-1.0%,-0.3%,-2.4%,-4.7%,1.0%,-0.4%,-116.4%[inhibitor],-1.1%
Cn1c(-c2ccco2)nc2cc3ccccc3cc21,2.51µM*,u,u,-2.4%,-13.2%,0.2%,-116.1%[inhibitor][10 µM],u
COc1ccccc1Nc1nnc(SCC(=O)N2CC(=O)Nc3ccccc32)s1,x,-2.8%,-10.2%,-16.4%,9.7%,1.7%,1.7%[10 µM],6.2%
Cc1ccc2[nH]c3c(c2c1)CN(C(=O)CN1CCN(c2cccc(C)c2C)CC1)CC3,-0.5%,4.47µM*,u,u,5.7%,-2.2%,-5.1%[0.074 µM],22.4µM*
CCOc1ccccc1CNCc1c(C(=O)O)c(C)n(Cc2ccc(Cl)cc2)c1C,1.1%,x,1.7%,-1.1%,x,-0.3%,x,x
COc1ccc(NC(=O)CSc2ncn[nH]2)c([N+](=O)[O-])c1,-14.5%,u,-8.3%,-9.9%,-10.7%,-10.4%,27.6%[10 µM],-1.3%
COc1ccc(COC(=O)N/N=C2/C[C@@H](O)[C@@H](O)[C@@H]3[C@@H]4C(=O)N(Cc5ccccc5)C(=O)[C@H]4CC[C@H]23)cc1,x,9.8%[13.5 µM],-9.2%[11.5 µM],-8.6%[11.6 µM],x,-2.6%[11.6 µM],-3.9%[10 µM],x

# Single records (already shown). Screens in order: SMN2 splice up, ALDH1A1 inh, Tau fibril ThT, Tau fluor cs, HTT aggregate, Tau FP inhib, HTT ATP protect, KDM4E inh
# Profile of `COc1ccc(NC(=O)CSc2ncn[nH]2)c([N+](=O)[O-])c1` → -14.5%, u, -8.3%, -9.9%, -10.7%, -10.4%, 27.6%[10 µM], -1.3%
# Profile of `CCS(=O)(=O)N1CCCC(C(=O)NCC2CCCO2)C1` (stereo unspecified) → -6.0%, -9.2%, -6.6%, -1.2%, 12.9%, -6.0%, -0.5%, 8.8%

# A draw from above in order of length of the SMILES, rising:
SMILES,SMN2 splice up,ALDH1A1 inh,Tau fibril ThT,Tau fluor cs,HTT aggregate,Tau FP inhib,HTT ATP protect,KDM4E inh
Cc1occc1C(=O)Nc1c(F)cc(F)cc1Br,10.7%,-5.1%,-12.4%,-11.4%,-0.6%,-6.2%,4.2%[10 µM],-9.6%
O=C(Nc1ncnc2sc3c(c12)CCCCC3)c1ccccc1,1.3%,-7.5%,-6.9%,-18.8%,-19.9%[9.22 µM],2.4%,-19.2%,-5.6%
Cc1ccc2[nH]c3c(c2c1)CN(C(=O)CN1CCN(c2cccc(C)c2C)CC1)CC3,-0.5%,4.47µM*,u,u,5.7%,-2.2%,-5.1%[0.074 µM],22.4µM*

# (list continues)
SMILES,SMN2 splice up,ALDH1A1 inh,Tau fibril ThT,Tau fluor cs,HTT aggregate,Tau FP inhib,HTT ATP protect,KDM4E inh
CCc1nc2nc(C)cc(Nc3ccc(F)c(Cl)c3)n2n1,-8.1%,x,-1.3%,-0.3%,x,3.5%,x,x
Cc1cc(C)n2nc(-c3ccccc3)cc2n1,x,-9.0%,-10.5%,-7.4%,2.7%[9.22 µM],-4.0%,4.2%[10 µM],u
CCOC(=O)c1c(NC(=O)/C=C/c2ccc3c(c2)OCO3)sc(C)c1C,12.9%,-1.6%,4.0%,4.1%,-1.7%,3.0%,-4.7%,2.6%
COc1cc(Cl)c(S(=O)(=O)N2CCOCC2)cc1Cl,-30.7%[inhibitor],12.2%,-2.0%,-0.7%,-16.0%,-9.2%,-26.0%[0.074 µM],1.3%
O=c1c2ccccc2nc(CSc2ncnc3nc[nH]c23)n1-c1cccc(C(F)(F)F)c1,u,-0.5%,-3.5%,-8.9%,20.4%,-3.4%,12.3%,7.0%
COc1cccc(CNC(=O)CCC2CCCN(C(=O)c3ccoc3)C2)c1 (stereo unspecified),x,u,-2.2%,0.3%,1.9%[9.22 µM],-1.5%,10.9%[10 µM],7.5%
COCc1cc(C)nc2sc(C(=O)N3CCCCC3)c(N)c12,-7.4%,17.8µM*,-7.0%,-11.1%,-10.0%,-5.7%,-5.7%,u
CCOC(=O)C1(CC2CCCCO2)CCN(Cc2cn[nH]c2-c2cccc(F)c2)CC1 (stereo unspecified),x,0.9%,-10.5%,-11.1%,-6.2%[9.22 µM],-3.4%,16.3%[10 µM],-36.9%
O=C(CCCSc1nc2ccccc2[nH]1)NCc1ccccc1F,-11.4%,3.6%,-3.5%,-2.8%,-1.5%,10.1%,6.1%,8.9%
Cc1ccccc1Nc1nc(N)nc(COC(=O)CC2CC3CCC2C3)n1 (stereo unspecified),5.1%,-9.3%,-14.1%,u,-1.7%,-10.8%,-12.1%[10 µM],-1.5%
O=C(Nc1ccon1)C12CC3CC(C1)CC(n1cnc([N+](=O)[O-])n1)(C3)C2,-4.2%,11.6%,9.0%,8.7%,5.0%,6.7%,x,7.6%
Cc1ccc(C23CC4CC(CC(C(=O)OCC(=O)NC5CCS(=O)(=O)C5)(C4)C2)C3)cc1 (stereo unspecified),-4.4%,3.0%,-8.0%,-14.0%,1.5%,9.4%,-17.7%[1.9 µM],-1.3%
Cc1ccc2nc(Cl)c3cc(C(=O)N4CCCCC4C)sc3c2c1 (stereo unspecified),-2.3%,x,u,-11.8%,x,-0.6%,x,x
C=CCNc1nc(N)c(C(=C(C#N)C#N)c2ccccc2)s1,-28.1%,u,-16.6%,-14.7%,22.6%,2.4%,2.1%[10 µM],u
Cc1cc2nc(-c3ccncc3)cc(C(F)(F)F)n2n1,4.1%,-2.9%,-9.1%,-2.1%,x,-2.7%,x,-0.6%
COCCOC(=O)C1=C(C)Nc2ncnn2C1c1ccco1 (stereo unspecified),x,x,6.5%,6.4%,-0.4%[9.22 µM],0.0%,4.4%[10 µM],-1.6%
O=C(c1ccccc1)c1ccc2nc(N3CCN(c4ccccc4)CC3)c3nncn3c2c1,-3.5%,x,-10.4%,-26.0%,x,5.6%,x,x
COCCn1c(=NC(=O)/C=C/c2ccccc2Cl)sc2cc(NC(C)=O)ccc21,18.9%,-10.6%,3.1%,7.0%,-28.1%,-0.8%,-6.1%[10 µM],0.1%
Cc1oc2ccc(O)c(CN(C)Cc3ccccc3)c2c1C(=O)Nc1cccc(C(F)(F)F)c1,-91.2%[inhibitor],x,-16.8%,u,x,-2.3%,x,x
CCO[C@@H]1OC(C(=O)N2CCN(Cc3ccc4c(c3)OCO4)CC2)=C[C@H](c2cn(C(C)=O)c3ccccc23)[C@H]1CCCO,x,6.0%,-16.3%,-4.4%,5.0%[9.22 µM],2.8%,6.4%[10 µM],-2.8%
CCOc1ccc(NC(=O)Cn2c(=O)n(-c3cccc(OC)c3)c(=O)c3c4c(sc32)CCCC4)cc1,2.0%,x,5.9%,-6.5%,x,-18.0%,x,x
COc1ccccc1-c1nnc(NC(=O)c2ccc3ncsc3c2)o1,14.1µM*,-7.7%,u,-2.4%,-18.2%,7.6%,-5.9%[10 µM],u
O=c1nc(NCc2ccco2)sc2ncccc12,x,3.6%,8.7%,9.1%,-6.5%,9.4%,-14.8%,8.7%
CC(C)c1cccc(C(C)C)c1NC(=S)Nc1cccc(Cl)c1,x,-2.0%,-5.3%,-7.2%,-16.1%[9.22 µM],3.6%,-26.7%[10 µM],-11.9%
O=C(Nc1cccc(F)c1)/C(=C\c1cccnc1)NC(=O)c1cccs1,-5.7%,20.3%,3.4%,0.6%,28.9%,3.9%,17.4%,-0.4%
Cc1ccc(C)c(NC(=S)c2ccccn2)c1,16.6%,u,u,-23.0%,u,u,-92.2%[inhibitor][10 µM],-3.6%
COc1ccc(C(=O)Nc2ccc(S(=O)(=O)N3CCOCC3)cc2)cc1OC,13.5%,-0.3%,7.2%,4.1%,-6.0%,-12.9%,1.2%,4.3%
Cn1cc(C=C2C(=O)CC(C)(C)CC2=O)c2ccccc21,-2.9%,1.26µM*,u,-15.4%,0.0251µM*,-8.9%,x,-6.9%
CCOC(=O)c1c(C)oc2ccc(N(C(=O)Oc3ccccc3)S(=O)(=O)c3ccccc3)cc12,-6.5%,x,-0.8%,-19.9%,x,-6.4%,x,x
CC(=O)c1ccc(OCc2cccc(C(F)(F)F)c2)cc1O,x,-2.7%,u,-18.6%,u,-9.7%,-39.5%[inhibitor],5.8%
O=C(O)c1cccc(NC(=S)NCc2ccccc2)c1,x,12.2%,-5.4%,-0.7%,5.8%[9.22 µM],5.1%,-15.5%[10 µM],-6.6%
Cc1cccc(OCC(=O)Nc2ccc(N3CCCC3)cc2)c1C,-22.6%,12.6µM*,14.1µM*,u,-7.0%,10.3%,-2.7%[10 µM],-25.7%
c1ccc(-c2ccc(-c3cnc4n3CCCCC4)cc2)cc1,-14.9%,u,u,-6.0%,u,-6.9%,-3.4%,u

# Not all compounds are listed. The share of hits here may be higher or lower than overall.
